GAA glycogen = qHTS Assay for Inhibitors and Activators of Human alpha-Glucosidase Cleavage of Glycogen; Lysosomal alpha-glucosidase (Homo sapiens), P10253; recombinant GAA, glycogen substrate, Amplex Red glucose oxidase fluorescence; AID 2100, 2009; Potency, µM (series often up to 76.4 µM), for the others: at the top dose activity change, negative = inhibition, usual class: inhibitors; 300,000 compounds, 0.38% hits; active = well fitted inhibition curve with a large enough effect; inconclusive = small, poorly fitted or top-dose-only effect, or another doubt; inactive = no such curve, though single readings can be large or run the other way;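 note: 0% = full enzyme reaction and -100% = no-enzyme basal signal; the screen sought inhibitors and activators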
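qHTS, 1536-well; enzyme 4 nM final; cpd up to 77 uM; substrate bovine liver glycogen 30 ug; 50 mM citrate/phosphate pH 5.0, 0.01% Tween-20; 37 C, 40 min; Amplex Red detection 45 min RT; Hill fit → AC50.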
ALDH1A1 inh = qHTS Assay for Inhibitors of Aldehyde Dehydrogenase 1 (ALDH1A1) | Aldehyde dehydrogenase 1A1 (Homo sapiens), P00352 | Purified ALDH1A1, NADH fluorescence, propionaldehyde substrate | Potency, µM (highest dose often 75.3 µM), for the others: at the highest dose activity, negative = inhibition, most hits filed as inhibitors | 220,000 compounds, 7.3% hits; active = well fitted inhibition curve with a large enough effect, not every such curve was filed as active; inconclusive = small, poorly fitted or top-dose-only effect, or another doubt; inactive = no such curve, though single readings can be large or run the other way;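 note: plate controls were no enzyme wells and a reference inhibitor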
Target sequence (P00352 whole entry, looked up): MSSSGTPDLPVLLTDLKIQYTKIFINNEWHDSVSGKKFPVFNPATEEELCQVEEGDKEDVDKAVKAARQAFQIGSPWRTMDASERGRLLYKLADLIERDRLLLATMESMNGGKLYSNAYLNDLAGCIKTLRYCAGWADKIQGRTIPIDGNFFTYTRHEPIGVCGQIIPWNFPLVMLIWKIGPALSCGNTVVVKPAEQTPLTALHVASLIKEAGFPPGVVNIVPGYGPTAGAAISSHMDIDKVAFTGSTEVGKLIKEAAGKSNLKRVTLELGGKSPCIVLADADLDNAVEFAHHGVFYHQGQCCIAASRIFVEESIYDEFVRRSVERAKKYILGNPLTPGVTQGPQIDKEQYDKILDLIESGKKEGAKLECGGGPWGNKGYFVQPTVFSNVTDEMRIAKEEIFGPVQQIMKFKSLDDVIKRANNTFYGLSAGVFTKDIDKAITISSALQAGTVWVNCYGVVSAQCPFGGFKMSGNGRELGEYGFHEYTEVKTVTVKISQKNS
An asterisk follows results filed as active; ? = inconclusive; . = no result given; [ ] = another dose, or the depositor's remark. Potency is the fitted concentration of half-maximal effect.

SMILES | GAA glycogen | ALDH1A1 inh
Oc1ccc(CNCc2ccccc2)c2cccnc12 | . | 16.6%[13.5 µM]
NC(=O)N/N=C1\CC[C@H](O)C[C@@H]1CC(=O)O | . | 16.7%[13.5 µM]
NCCSCCC(=O)O | . | 6.5%[13.5 µM]
C(=N/Nc1nnc2c(n1)[nH]c1ccccc12)/c1cccnc1 | . | -5.9%[13.5 µM]
CCCS(=O)(=O)O | . | 11.8%[13.5 µM]
O[C@H](C[C@@H]1CCCCN1)c1ccc2c(c1)oc1ccccc12 | . | 7.7%[13.5 µM]
CN(C)CCSCCO | . | 10.7%[13.5 µM]
CS[C@]12C(=O)C[C@]3(C)[C@@H](CC[C@@]3(O)C(=O)CO)[C@@H]1CCC1=CC(=O)CC[C@]12C | . | -10.9%[13.5 µM]
Clc1ccc2c(NCCNC3CCCCC3)ccnc2c1 | . | -2.2%[13.5 µM]
C[C@@](O)(CNS(=O)(=O)c1ccccc1)c1ccccc1 | . | -2.7%[13.5 µM]
NC[C@H]1O[C@@H](n2cnc3c(=O)[nH]c(N)nc32)[C@@H](O)[C@@H]1O | . | 3.3%[13.5 µM]
O=P(O)(O)O[C@@H]1O[C@H](CO)[C@@H](O)[C@H](O)[C@@H]1O | . | 5.1%[13.5 µM]
O=C(C[N+]1(c2ccccc2)CCOCC1)c1ccccc1 | . | -1.2%[13.5 µM]
Nc1nc(N)[n+]([O-])c(N)c1NCO | . | 9.2%[13.5 µM]
CN(CC(=O)O)Cc1c[nH]c2ccccc12 | . | 18.8%[13.5 µM]
O=C(O)[C@H]1CCCC[C@@H]1C(=O)Nc1nc2ccccc2[nH]1 | . | -2.2%[13.5 µM]
C[C@H](CN(C)C)C(O)(c1ccccc1)c1ccccc1 | . | 16.4%[13.5 µM]
CC(C)(C)CNCCO | . | 10.6%[13.5 µM]
N=C(N)SCc1nc(-c2ccc(Cl)cc2)no1 | . | -12.6%[13.5 µM]
CC(C)[C@](N)(C(=O)O)c1ccccc1 | . | -13.5%[13.5 µM]
Cc1cc(C2(c3cc(C)c(O)c(C(=O)O)c3)OS(=O)(=O)c3ccccc32)cc(C(=O)O)c1O | . | 13.7%[13.5 µM]
O=S(=O)(c1cnccc1N1CCN(CCO)CC1)N1CCCC1 | . | 4.9%[13.5 µM]
CC(CC(=O)O)(CC(=O)O)c1ccccc1 | . | -0.4%[13.5 µM]
COc1ccc(/C=N\NC(=O)O)cc1 | . | 8.9%[13.5 µM]
O=C(O)[C@H]1CCc2ccc3ccccc3c2[C@H]1c1cccc2ccccc12 | . | 10.1%[13.5 µM]
CC(NC(=O)c1ccccc1)(C(=O)O)C(=O)O | . | -9.6%[13.5 µM]
O=C(O)/C=C\C=C/c1ccc2c(c1)OCO2 | . | -9.2%[13.5 µM]
CN[C@@H]1NC(=O)c2ccccc2N1Cc1ccc(F)cc1 | . | 15.9%[13.5 µM]
O=[N+]([O-])c1ccc(CS(=O)Cc2ccccc2)cc1 (centres undefined) | . | -2.3%[13.5 µM]
N/N=C1/c2ccccc2N[C@H]1OC(=O)Nc1ccccc1 | . | -10.5%[13.5 µM]
c1ccc(-c2cnc(-c3ccc(-c4ncc(-c5ccccc5)o4)cc3)o2)cc1 | . | 6.4%[13.5 µM]
CN(Cc1cc(Cl)cc(Cl)c1O)Cc1c(O)ccc2ccccc12 | . | -9.3%[13.5 µM]
COc1ccc2ccccc2c1/C=C\C(=O)c1ccccc1 | . | 1.1%[13.5 µM]
NS(=O)(=O)c1cc(Br)c(N=Nc2ccc(O)c3ncccc23)c(Br)c1 | . | 13.0%[13.5 µM]
CC(=O)O[C@@H]1CC[C@]2(C)C(=C[C@@H]([C@@H]3C=C4C[C@@H](OC(C)=O)CC[C@]4(C)C4=C3[C@H]3C[C@@H]5O[C@@]6(CC[C@H](C)CO6)[C@@H](C)[C@@H]5[C@@]3(C)CC4)C3=C2CC[C@@]2(C)[C@H]4[C@@H](C)[C@]5(CC[C@H](C)CO5)O[C@@H]4C[C@H]32)C1 | . | ?
O=C(O)c1ccc(/C=N\N=C2c3ccccc3-c3ccccc32)cc1 | . | -3.2%[13.5 µM]
Cc1cc(OCC(=O)O)c(Cl)cc1Cl | . | 4.1%[13.5 µM]
COc1cc(-c2[o+]c3cc(O)cc(O)c3cc2O)cc(O)c1O | . | 6.5%[13.5 µM]
O=C1Nc2ccccc2[C@]1(O)Cc1ccccn1 | . | 10.4%[13.5 µM]
Cc1noc(NC(=O)Nc2ccccc2F)c1C#N | . | -2.2%[13.5 µM]
Cc1[nH]c2c(C)ccc(C)c2c1CC(=O)O | . | 3.4%[13.5 µM]
O=C(O)c1c(-c2nccc3ccccc23)[nH]c(-c2ccccc2)c1S(=O)(=O)O | . | ?
O=C(O)C(=Cc1ccc(-c2ccccc2)cc1)C(=O)O | . | -12.7%[13.5 µM]
CC1=NN(c2ccc(S(=O)(=O)O)cc2)C(=O)/C1=C\c1ccc(Cl)cc1 | . | ?
O=C1C=C(NCCc2cc(Br)c(O)c(Br)c2)C(=O)c2ncccc21 | . | 1.58µM*
CN1CCN(CN2C(=O)C3C4C=CC(C3C2=O)C2C3C(=O)N(CN5CCN(C)CC5)C(=O)C3C42)CC1 (centres undefined) | . | -11.8%[13.5 µM]
C[C@H](C(=O)c1ccccc1)C(c1ccccc1)N1CCOCC1 (some centres undefined) | . | ?
Nc1nc(-c2cccnc2)cc(-c2cc(-c3cccnc3)nc(N)n2)n1 | . | 5.6%[13.5 µM]
CC(C)C(=O)C(C)(C)CCc1ccccn1 | . | 5.0%[13.5 µM]
NS(=O)(=O)c1ccc(NCc2cnc3ccccc3c2)cc1 | . | 4.2%[13.5 µM]

(next part)
SMILES | GAA glycogen | ALDH1A1 inh
O=C(O)[C@H](CCc1ccccn1)c1ccccc1 | . | 10.0%[13.5 µM]
CN[C@@H](c1ccncc1)[C@@H](NC)c1ccncc1 | . | 2.6%[13.5 µM]
O=C(O)CCC(O)=C1S(=O)(=O)OCCOS1(=O)=O | . | 8.2%[13.5 µM]
CC1(C)[C@@H]2CC[C@]1(CC(=O)O)[C@H](Cl)C2 | . | -3.5%[13.5 µM]
O=C(O)[C@H](Cc1ccc(O)c([N+](=O)[O-])c1)N1C(=O)c2ccccc2C1=O | . | -1.8%[13.5 µM]
CC(C)CN=C(N)N=C(N)N | . | 9.1%[13.5 µM]
NC(N)=NCCCC(=O)O | . | 0.5%[13.5 µM]
COc1ccc(C[N+](C)(C)N)cc1OC | . | -3.2%[13.5 µM]
Nc1cccc2cc(S(=O)(=O)Nc3ccc(C(=O)O)cc3)ccc12 | . | -4.2%[13.5 µM]
CC(C)NC1(C(N)=O)CCN(Cc2ccccc2)CC1 | . | ?
O=C(O)[C@@H](O)[C@@H](O)[C@H](O)C(=O)CO | . | 6.8%[13.5 µM]
CC(=O)CSCc1ccccn1 | . | 3.55µM*
O=S(=O)(c1ccc2ccccc2c1)N1CCN(S(=O)(=O)c2ccc3ccccc3c2)CC1 | . | 3.4%[13.5 µM]
C[N+](C)([O-])Cc1cc(-c2ccccc2)ccc1O | . | -9.0%[13.5 µM]
O=C(O)C[n+]1ccccc1 | . | 7.9%[13.5 µM]
Nc1ncnc2c1ncn2CCCCC(=O)O | . | -2.0%[13.5 µM]
c1ccc(-c2cc(-c3cc(-c4ccccn4)[nH]n3)n[nH]2)nc1 | . | -2.2%[13.5 µM]
S=C1SCN(C2CCCCCCCCCCC2)CN1C1CCCCCCCCCCC1 | . | 0.3%[13.5 µM]
CCCC(c1cc(C(C)(C)C)c(O)cc1C)c1cc(C(C)(C)C)c(O)cc1C | . | 7.3%[13.5 µM]
C=CCSc1nc2ccccc2c(=O)n1Cc1ccco1 | . | -4.8%[13.5 µM]
O=C(O)C[C@H](Sc1ccccc1)c1ccccc1 | . | 5.2%[13.5 µM]
O=[N+]([O-])c1ccc2c(c1)c(S(=O)(=O)O)cc1nonc12 | . | 16.3%[13.5 µM]
Cc1cc(Nc2ccc(N=Nc3ccc(O)c4ncccc34)cc2)nc(C)n1 | . | -8.8%[13.5 µM]
COc1ccc([C@@H](C)c2cc3c(cc2O)OCO3)cc1 | . | 2.6%[13.5 µM]
COc1ccc(C(=O)[C@H](Br)[C@H](Br)C(=O)O)cc1 | . | 0.282µM*
CC[C@@H](CS(=O)(=O)O)[N+](=O)[O-] | . | 7.9%[13.5 µM]
CCOc1ccc(N=NS(=O)(=O)O)cc1 | . | ?
O[C@@H]1[C@@H](OCc2ccccc2)OC[C@H](O)[C@@H]1O | . | 0.1%[13.5 µM]
NC(N)=NC(N)=Nc1ccc(S(=O)(=O)O)cc1 | . | 6.8%[13.5 µM]
O=C(O)c1cccc(CN2CCCCC2)c1 | . | 14.8%[13.5 µM]
CN(C)CCCSc1nc2ccccc2[nH]1 | . | 21.3%[13.5 µM]
Cc1cc(OCc2nc(N)nc(N)c2-c2ccc(Cl)c(Cl)c2)ccc1[N+](=O)[O-] | . | 0.4%[13.5 µM]
Clc1ccc(Cl)c(Nc2ccnc(SCc3ccccc3)n2)c1 | . | -7.9%[13.5 µM]
COc1c(O)ccc2c1CN1CCc3cc4c(cc3[C@@H]1C2)OCO4 | . | -1.1%[13.5 µM]
Nc1ccc(S(=O)(=O)c2ccc(NC(=O)c3cccnc3)cc2)cc1 | . | 3.5%[13.5 µM]
O=C(O)c1ccc(C(=O)O)c(C(=O)Nc2ccc3c(c2)Cc2ccccc2-3)c1 | . | ?
O=S(=O)(O)CCCc1cccc2ccccc12 | . | -0.8%[13.5 µM]
CCN(CC(=O)O)CC(=O)O | . | -4.3%[13.5 µM]
O=S(=O)(c1cccc(C(F)(F)F)c1)N1c2ccccc2-n2cccc2[C@H]1c1cccnc1 | . | -4.4%[13.5 µM]
O=C(O)C(Cl)(c1ccccc1)c1ccccc1 | . | -9.7%[13.5 µM]
CC(=NC1CCCCC1)c1ccccc1O | . | ?
CN(C)CCCN=C(N)N | . | 4.8%[13.5 µM]
O=C(O)CCSc1ncnc2nc[nH]c12 | . | 12.3%[13.5 µM]
c1ccc2sc(SCN(C3CCCCC3)C3CCCCC3)nc2c1 | . | -19.0%[13.5 µM]
Cn1c(=O)c2c(ncn2CCSS(=O)(=O)O)n(C)c1=O | . | 0.6%[13.5 µM]
CN(C)CC[C@@H](C(=O)C(C)(C)C)c1ccccn1 | . | -2.2%[13.5 µM]
OCCCNc1ncnc2[nH]ncc12 | . | 14.4%[13.5 µM]
CN(C)CN1CSC(=S)N(CN(C)C)C1 | . | 3.98µM*
O=S(=O)(C[C@H](O)C(Cl)(Cl)Cl)NNc1ccccc1 | . | 10.4%[13.5 µM]
O=C1OC2(c3ccc(O)cc3Oc3cc(O)ccc32)c2c1c(-c1ccccc1)c(-c1ccccc1)c(-c1ccccc1)c2-c1ccccc1 | . | ?

(listing goes on)
SMILES | GAA glycogen | ALDH1A1 inh
O=C(O)CSC1=NCCN1 | . | 20.3%[13.5 µM]
COc1cc2ccc([C@H](C)NCC#N)cc2cc1OC | . | -3.9%[13.5 µM]
COc1ccc(C=Nc2c(O)ccc3ccccc23)cc1OC | . | ?
CC[C@@]1([N+](=O)[O-])C[C@H]2C=C[C@@H]1C2 | . | 10.1%[13.5 µM]
Cc1ccc(C)c(/C(=N\N=C(N)N)C2CC2)c1 | . | 5.1%[13.5 µM]
CN(/N=C\c1ccccc1O)c1ccc2ccccc2n1 | . | 5.2%[13.5 µM]
CCCCNc1nc(SC)nc2nc[nH]c12 | . | 6.0%[13.5 µM]
N=C(N)[C@H](N=Nc1ccccc1)C(N)=O | . | -8.1%[13.5 µM]
CCOC(=O)C1=C(C)NC(=O)N[C@@H]1c1coc2cc(C)cc(C)c2c1=O | . | 5.2%[13.5 µM]
CCC(=O)OCN1C(=O)C=CC1=O | . | 1µM*
O=[N+]([O-])c1cccc(/C=N\NC2=CS(=O)(=O)C=C2)c1 | . | -2.1%[13.5 µM]
C/C(N=NC(=[SH+])SCc1ccccc1)=C1\C=CC=CN1.[Cl][Cu] | . | 2.51µM*
c1ccc2c[n+](CCCC[n+]3ccc4ccccc4c3)ccc2c1 | . | -3.4%[13.5 µM]
O=c1[nH]c(SCc2c(Cl)c(Cl)c(Cl)c(Cl)c2Cl)nc(=S)[nH]1 | . | -3.9%[13.5 µM]
O=C(O)[C@@H]1CS[C@@]2(CCCN(Cc3ccccc3)C2)N1 | . | -9.3%[13.5 µM]
Cc1ncn(-c2ccccc2O)c1C | . | ?
O=[N+]([O-])c1ccc(CNc2ccc(Cl)cc2)s1 | -1.0%[76.3 µM] | .

Screening data from PubChem.

A portion of the library; count on the stated rates, not on these rows.
